Assay outcomes from PubChem.
PAFAH2 FP inh: PAFAH2 enzyme inhibitors, primary screen, biochemical, fluorescence polarization, human; 0.99% of 340,000 active; inhibition, % at 3.39 µM; recombinant PAFAH2, FP-rhodamine activity probe; Platelet-activating factor acetylhydrolase 2, cytoplasmic (Homo sapiens), Q99487;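 active means inhibition above the mean over all tested compounds plus 3 SD, cut at about 30% in these data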;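 further: inhibitors block probe labeling of enzyme so polarization drops; 0% = enzyme with DMSO and 100% = wells lacking PAFAH2 protein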
pPAFAH FP inh: pPAFAH enzyme inhibitors, primary screen, biochemical, fluorescence polarization, human; Platelet-activating factor acetylhydrolase (Homo sapiens), Q13093; recombinant pPAFAH, FP-rhodamine probe fluorescence polarization; inhibition, % at 3.39 µM; 1.5% of 330,000 active;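 active means inhibition above the mean inhibition across the screen plus 3 SD, cut at about 25% in these data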;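 further: inhibitors block binding of the rhodamine activity-based probe so polarization drops; 0% = enzyme with DMSO and 100% = wells lacking pPAFAH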
LYPLA1 counter: LYPLA1 inhibitors, primary screen, counter-screen for PME1 inhibitor project, biochemical, fluorescence polarization, FP-Rh probe ABPP | Acyl-protein thioesterase 1 (Homo sapiens), O75608 | recombinant LYPLA1 | inhibition, % at 5.9 µM | 0.16% of 320,000 active | AID 2174, 2009;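 active means inhibition above the mean of all tested compounds plus 3 SD, set per campaign, cut at about 14% in these data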;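 further: inhibitors block serine hydrolase probe labeling of LYPLA1 so polarization falls; 0% = enzyme with DMSO and 100% = wells lacking LYPLA1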
Target sequence (O75608 whole entry, looked up): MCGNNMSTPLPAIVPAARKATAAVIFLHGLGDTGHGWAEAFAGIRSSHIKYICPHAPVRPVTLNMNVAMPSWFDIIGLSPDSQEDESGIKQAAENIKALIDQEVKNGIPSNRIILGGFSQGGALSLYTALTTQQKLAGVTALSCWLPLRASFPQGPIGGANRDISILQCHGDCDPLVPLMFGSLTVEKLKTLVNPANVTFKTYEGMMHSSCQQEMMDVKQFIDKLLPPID
LYPLA2 counter: LYPLA2 inhibitors, primary screen, counter-screen for PME1 inhibitor project, biochemical, fluorescence polarization, FP-Rh probe ABPP | Acyl-protein thioesterase 2 (Homo sapiens), O95372 | recombinant LYPLA2 | inhibition, % at 5.9 µM | 0.38% of 320,000 active | AID 2177, 2009;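 active means inhibition above the screen-wide mean plus 3 SD, limit set per campaign, cut at about 26% in these data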;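 further: 0% = LYPLA2 with DMSO and 100% = wells lacking LYPLA2 enzyme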
Target sequence (O95372 whole entry, looked up): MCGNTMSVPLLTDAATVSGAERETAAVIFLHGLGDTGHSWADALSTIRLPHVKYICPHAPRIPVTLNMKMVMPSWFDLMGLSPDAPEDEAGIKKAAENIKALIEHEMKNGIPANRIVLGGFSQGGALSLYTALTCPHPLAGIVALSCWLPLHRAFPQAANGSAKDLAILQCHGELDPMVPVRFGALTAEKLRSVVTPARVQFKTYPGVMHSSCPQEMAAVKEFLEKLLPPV
PAFAH1B3 FP inh: PAFAH1B3 enzyme inhibitors, primary screen, biochemical, fluorescence polarization, human; Platelet-activating factor acetylhydrolase IB subunit alpha1 (Homo sapiens), Q15102; recombinant PAFAH1B3, FP-rhodamine probe; inhibition, % at 3.39 µM; 0.28% of 340,000 active;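 active means inhibition above the screen-wide average of all tested compounds plus 3 SD, cut at about 25% in these data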;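 further: 0% = enzyme with DMSO only and 100% = wells lacking PAFAH1B3 protein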
GSTO1 counter: inhibitors of recombinant GSTO1, primary screen, counter-screen for RBBP9 inhibitor project, biochemical, fluorescence polarization; Glutathione S-transferase omega-1 (Homo sapiens), P78417; activity-based probe fluorescence polarization; inhibition, % at 5.96 µM; 1.1% of 300,000 active;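 active means inhibition above the campaign mean inhibition plus 3 SD, cut at about 35% in these data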;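 further: 0% = GSTO1-1 with DMSO and 100% = wells lacking GSTO1-1 enzyme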
Target sequence (P78417 whole entry, looked up): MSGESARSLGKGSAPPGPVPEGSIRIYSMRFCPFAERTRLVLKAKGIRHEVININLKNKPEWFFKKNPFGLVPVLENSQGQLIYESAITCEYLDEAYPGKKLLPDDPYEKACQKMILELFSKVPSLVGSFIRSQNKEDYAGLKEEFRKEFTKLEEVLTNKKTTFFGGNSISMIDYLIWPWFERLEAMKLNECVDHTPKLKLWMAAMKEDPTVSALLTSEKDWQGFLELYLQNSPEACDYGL
PAFAH1B2 FP inh: PAFAH1B2 enzyme inhibitors, primary screen, biochemical, fluorescence polarization, human; Platelet-activating factor acetylhydrolase IB subunit alpha2 (Homo sapiens), P68402; recombinant PAFAH1B2, FP-rhodamine activity probe; inhibition, % at 3.39 µM; 1.2% of 340,000 active;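 active means inhibition above the mean of all tested compounds plus 3 SD, cut at about 24% in these data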;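 further: 0% = enzyme with DMSO and 100% = wells lacking PAFAH1B2; many of its hits are not listed in these tables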
Target sequence (P68402 whole entry, looked up): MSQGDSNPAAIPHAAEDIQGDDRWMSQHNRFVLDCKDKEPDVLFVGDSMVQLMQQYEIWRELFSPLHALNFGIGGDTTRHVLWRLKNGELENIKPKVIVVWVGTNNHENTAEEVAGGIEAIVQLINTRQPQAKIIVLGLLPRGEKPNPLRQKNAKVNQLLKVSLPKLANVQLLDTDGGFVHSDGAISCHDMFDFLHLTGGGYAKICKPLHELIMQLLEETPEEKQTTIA
PREPL inh: PREPL enzyme inhibitors, primary screen, biochemical, fluorescence polarization | AID 2751, 2010 | 0.68% of 320,000 active | recombinant PREPL, fluorescence polarization activity-based probe | inhibition, % at 5.96 µM | Prolyl endopeptidase-like (Homo sapiens), Q4J6C6; in the data active means inhibition above about 43%;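 further: 0% = enzyme with DMSO and 100% = wells lacking enzyme; many of its hits are not listed in these tables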
PAD4 FP inh: human PAD4 inhibitors, primary screen, biochemical, fluorescence polarization, 1536-well format. 0.41% of 330,000 active. Protein-arginine deiminase type-4 (Homo sapiens), Q9UM07. recombinant PAD4, RCA probe fluorescence polarization. inhibition, % at 6.36 µM;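 active means percent inhibition above a cutoff equal to the mean of all tested compounds plus 3 SD, cut at about 15% in these data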;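 further: 0% = PAD4 with RCA probe and DMSO and 100% = probe without PAD4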
* hit, by the source's call; / = no result given. This is a subset, so the mix of outcomes need not match the whole.

Below each SMILES: PAFAH2 FP inh	pPAFAH FP inh	LYPLA1 counter	LYPLA2 counter	PAFAH1B3 FP inh	GSTO1 counter	PAFAH1B2 FP inh	PREPL inh	PAD4 FP inh
- COc1ccc(Cc2nnc(NC(C)=O)s2)cc1
 : -11	-1	-3	-2	-1	0	3	-3	0
- CCN1C=C(C(=O)OC)C(c2cccc(OC)c2OC)C(C(=O)OC)=C1
 : 2	0	-3	-4	5	3	1	-1	-1
- CCCN(CC1CC1)C(=S)Nc1ccccc1F
 : -4	5	3	4	3	-2	5	9	-1
- COc1ccccc1C(=O)N1CCN(S(=O)(=O)Cc2ccccc2)CC1
 : -6	9	0	-6	1	9	5	0	2
- CCN(CC)c1ccc(NC(=O)Nc2ccccc2C(F)(F)F)cc1
 : -7	0	-2	-8	2	1	-1	4	-10
- COc1ccc(NC(=S)NC2CC3CCCC(C2)N3C2CC2)cc1 (configuration not stated)
 : 2	10	-1	-4	5	5	3	9	-2
- CC1CC(C)CN(C(=O)c2cn(C)c3ccc(S(=O)(=O)N(C)C)cc3c2=O)C1 (configuration not stated)
 : 2	-4	-2	-4	6	0	4	-4	1
- COC(=O)C1=C(C(=O)OC)[C@@H]2N(Cc3ccccc3)c3ccccc3[C@@]23C[C@@H](C(=O)OC)N(C(C)=O)C3=N1
 : 9	3	4	11	8	9	-1	1	-1
- CCCNC(=O)Cn1c(=O)oc2ccccc21
 : 6	4	2	4	2	-1	10	-5	3
- Oc1ccc(N2CCN(Cc3cc4c(cc3Br)OCCO4)CC2)cc1
 : 11	20	3	2	6	2	-1	9	2
- CCc1sc(N(C(=O)Cc2ccccc2)c2cccc(F)c2)nc1-c1ccc(C)cc1
 : -3	0	-2	2	12	2	-3	2	-1
- Cc1ccc(CS(=O)Cc2ccc(C(=O)N3CCN(c4ccccc4)CC3)o2)cc1 (configuration not stated)
 : 2	5	0	-9	7	-2	1	-3	-1
- O=C(/C=C/c1cccs1)NC(=S)Nc1ccc(C(=O)O)cc1
 : -6	0	-1	3	4	-6	0	-41	1
- O=C(c1cccc([N+](=O)[O-])c1)n1nc(-c2ccccc2)nc1NCc1ccccc1
 : 6	3	-5	-4	-4	0	3	5	-2
- Cc1ccc(N=Cc2cccc(O)c2O)c(C)c1
 : 9	37*	-2	2	17	85*	10	56*	8
- CC/C(C)=N/NC(=S)NCc1ccco1
 : 1	1	-3	-2	-2	-3	2	-3	1
- CC(Cc1ccccc1)C(=O)N1CCN(C)CC1 (configuration not stated)
 : -2	-3	-1	-2	4	0	9	17	-3
- COc1ccc(-c2oc(=O)c3cc(OC)c(OC)cc3c2/C=C/c2ccc(F)cc2)cc1
 : 1	-1	0	-8	-1	/	8	8	-6
- O=S(=O)(CCN1CCN(c2ccccn2)CC1)c1ccc(Cl)cc1Cl
 : 4	0	-1	1	2	6	4	-14	2
- Cc1ccc(C(=O)N/N=C/c2ccc(-c3cccc(C(F)(F)F)c3)o2)cn1
 : -6	14	-12	-16	-8	5	5	7	2
- Cc1ccccc1NC(=O)C1CCCN(c2ncnc3onc(-c4ccc(F)cc4)c23)C1 (configuration not stated)
 : -2	3	-3	0	11	5	8	-10	-5
- CCOC(=O)C(=O)Nc1ccc(F)cc1
 : 9	2	-1	5	0	2	-3	11	4
- COc1ccc(N2C(=O)c3ccccc3NC23CCCCC3)cc1
 : -2	-1	-2	-3	0	19	7	7	-1
- O=C(O)CSCC(=O)NCc1ccccc1Cl
 : 2	-1	2	12	11	5	0	3	-1
- O=C(NCc1cccnc1)C1CCC(c2ccc(Cl)cc2)CC1 (configuration not stated)
 : 5	3	1	2	7	4	6	-8	3
- O=S(=O)(c1ccc(Oc2ccc(F)c(Cl)c2)nc1)N1CCOCC1
 : 9	3	1	10	5	-1	7	-3	3
- O=C(C#Cc1ccccc1)c1cccc([N+](=O)[O-])c1
 : -2	8	-8	-4	-3	6	1	4	-4
- CSc1ccccc1NC(=O)CN(C)Cc1cc(=O)n2ccsc2n1
 : 2	0	0	4	2	6	1	19	-2
- N#Cc1nc(-c2cccc(Cl)c2)oc1NCc1cccnc1
 : -3	2	5	3	6	-9	0	12	-5
- S=c1[nH]nc(-c2ccc(Cl)cc2)n1/N=C/c1ccco1
 : 8	4	2	-3	6	-3	6	8	2
- CCOC(=O)c1sc(N2C(=O)C(O)=C(C(=O)c3ccco3)C2c2cccc([N+](=O)[O-])c2)nc1C (configuration not stated)
 : 42*	12	-25	-13	6	-55	-2	12	0
- COc1ccc(C2(NC(C)=O)CCN(C(=O)c3cccs3)CC2)cc1
 : -2	-1	2	-7	7	3	3	-1	-1
- CC(C)c1nnc(NC(=O)CCCCCN2C(=O)C3C4C=CC(C4)C3C2=O)s1 (configuration not stated)
 : -13	0	2	1	1	1	1	1	-2
- O=C(Nc1ccc(C(=O)O)cc1)/C(=C\c1ccco1)NC(=O)c1ccc(Br)o1
 : 0	9	-4	-6	11	7	5	-6	0
- CCOc1ccc(S(=O)(=O)Nc2ccc(C(=O)NCc3ccncc3)cc2)cc1
 : 3	-2	3	4	17	/	-5	4	0
- O=C(NN1CCOCC1)c1cccc(Cl)c1
 : -4	-3	4	-6	1	2	-4	6	2
- Nc1nc(Nc2cccc(F)c2)nc2ccccc12
 : -15	2	-3	2	2	-5	6	-2	-5
- FCCCOc1ccc(CN2CCN(c3ccccc3F)CC2)cc1
 : 12	-2	2	8	9	5	5	4	1
- O=[N+]([O-])c1cccc(-c2cc(-c3cc(Br)ccc3O)[nH]n2)c1
 : 5	10	-6	-14	8	-6	7	17	-3
- Cc1ccc(-c2csc(C3C(N)=NC(S)=C(C#N)C34CCCCC4)n2)cc1 (configuration not stated)
 : -2	10	-1	3	-5	28	-1	15	-10

An excerpt from above with just PAFAH1B3 FP inh and PAFAH1B2 FP inh:
mol | PAFAH1B3 FP inh | PAFAH1B2 FP inh
O=[N+]([O-])c1cccc(-c2cc(-c3cc(Br)ccc3O)[nH]n2)c1 | 8 | 7
Cc1ccc(-c2csc(C3C(N)=NC(S)=C(C#N)C34CCCCC4)n2)cc1 (configuration not stated) | -5 | -1

(list continues)
Below each SMILES: PAFAH2 FP inh	pPAFAH FP inh	LYPLA1 counter	LYPLA2 counter	PAFAH1B3 FP inh	GSTO1 counter	PAFAH1B2 FP inh	PREPL inh	PAD4 FP inh
- FC(F)(F)c1cccc(NC(=S)NCC(c2cccnc2)N2CCOCC2)c1 (configuration not stated)
 : -6	1	-1	0	-1	1	-1	3	-1
- COc1ccc(S(=O)(=O)NCCCCNS(=O)(=O)c2ccc(OC)cc2)cc1
 : 1	8	-3	2	2	-3	8	3	-9
- COc1ccc(CCNC(=O)c2cc(=O)[nH]c3ccc(Br)cc23)cc1OC
 : -5	-1	-1	-2	8	5	0	0	-3
- COc1ccc2[nH]c3c(=O)n4c(nc3c2c1)SCC4
 : 7	4	0	-3	-1	3	-1	2	-4
- CCOC(=O)N/N=C(/c1ccccc1)C1CCCCC1
 : -5	2	-4	-6	11	-8	15	1	4
- O=C(O)C1C2C=CC(C2)C1C(=O)Nc1cccc(F)c1 (configuration not stated)
 : -2	2	-3	0	2	0	0	-2	5
- O=C(C1CC1)N1CCN(Cc2ccccc2)CC1
 : -4	0	-2	-3	11	-13	3	-1	0
- COc1cc(NS(=O)(=O)c2ccc(NC(=S)NC(=O)c3sc4ccccc4c3Cl)cc2)ncn1
 : 10	-2	-7	2	20	-15	6	0	-2
- Cc1cc(C)cc(OCC(=O)OCC(=O)Nc2cc(C)nn2-c2ccccc2)c1
 : 1	15	-2	-5	8	/	-5	-5	4
- CCN(C(=O)COC(=O)COc1ccc(Cl)c(C)c1)C1CCS(=O)(=O)C1 (configuration not stated)
 : 11	0	-1	1	0	/	4	24	2
- COc1ccccc1NC(=O)Nc1c(C)nn(C)c1C
 : 8	1	2	2	6	-2	1	6	-4
- Nc1cc(=O)[nH]c(SCc2nc3ccccc3n2Cc2ccccc2)n1
 : 6	-1	0	-4	4	-2	-3	-6	-6
- Fc1cccc(/C=C2\CCCC3=C2NC(=S)NC3c2cccc(F)c2)c1 (configuration not stated)
 : 4	6	-1	-1	3	-9	0	5	-5
- COc1ccc(N(Cc2ccccc2)N=O)cc1
 : -5	-4	4	2	4	4	6	4	-2
- Cc1cc(NC(=O)CSc2nnc(-c3ccccc3F)n2N)no1
 : -3	3	/	/	6	/	6	-1	6
- O=C(O)CNS(=O)(=O)Cc1ccccc1
 : 3	-4	-2	-8	10	10	4	16	-3
- c1cncc(CNc2ncnc3ccc(-c4ccc5c(c4)OCCO5)cc23)c1
 : 5	11	/	/	4	/	8	-1	5
- COc1ccc(OC)c(NC(=O)COC(=O)c2c(C)noc2C)c1
 : 4	0	0	6	-4	/	-1	6	-1
- Cc1cc(C=O)c(O)cc1O
 : -9	3	4	4	2	21	5	2	2
- O=c1[nH]c2cccnc2n(CCNc2ncc(C(F)(F)F)cc2Cl)c1=O
 : 1	4	-2	2	-10	-10	5	8	-3
- Cc1ccc(C(=O)N2CCOCC2)c(F)c1F
 : -3	-1	-2	1	7	-2	-2	6	-5
- O=[N+]([O-])c1ccc(N2CCOCC2)c(S(=O)(=O)N2CCOCC2)c1
 : -11	2	0	-1	-4	-3	-5	-1	-4

Ordered by SMILES length (smallest number first): 7 of the compounds above
Below each SMILES: PAFAH2 FP inh	pPAFAH FP inh	LYPLA1 counter	LYPLA2 counter	PAFAH1B3 FP inh	GSTO1 counter	PAFAH1B2 FP inh	PREPL inh	PAD4 FP inh
- Cc1cc(C=O)c(O)cc1O
 : -9	3	4	4	2	21	5	2	2
- O=C(O)CSCC(=O)NCc1ccccc1Cl
 : 2	-1	2	12	11	5	0	3	-1
- O=C(C1CC1)N1CCN(Cc2ccccc2)CC1
 : -4	0	-2	-3	11	-13	3	-1	0
- N#Cc1nc(-c2cccc(Cl)c2)oc1NCc1cccnc1
 : -3	2	5	3	6	-9	0	12	-5
- O=C(NCc1cccnc1)C1CCC(c2ccc(Cl)cc2)CC1 (configuration not stated)
 : 5	3	1	2	7	4	6	-8	3
- COc1ccc(NC(=S)NC2CC3CCCC(C2)N3C2CC2)cc1 (configuration not stated)
 : 2	10	-1	-4	5	5	3	9	-2
- CCOc1ccc(S(=O)(=O)Nc2ccc(C(=O)NCc3ccncc3)cc2)cc1
 : 3	-2	3	4	17	/	-5	4	0

Complete entries, quoted from the list:
COc1ccc2[nH]c3c(=O)n4c(nc3c2c1)SCC4 as listed: PAFAH2 FP inh = 7; pPAFAH FP inh = 4; LYPLA1 counter = 0; LYPLA2 counter = -3; PAFAH1B3 FP inh = -1; GSTO1 counter = 3; PAFAH1B2 FP inh = -1; PREPL inh = 2; PAD4 FP inh = -4
Cc1cc(NC(=O)CSc2nnc(-c3ccccc3F)n2N)no1 as listed: PAFAH2 FP inh = -3; pPAFAH FP inh = 3; LYPLA1 counter = /; LYPLA2 counter = /; PAFAH1B3 FP inh = 6; GSTO1 counter = /; PAFAH1B2 FP inh = 6; PREPL inh = -1; PAD4 FP inh = 6
